Bioassay records as filed in PubChem BioAssay.
TWEAK-Fn14 inh = inhibitors of TWEAK-Fn14 interaction signaling | TWEAK-stimulated Fn14 reporter cells, luciferase luminescence, 8 h | inhibition, % at 10 µM | actives 2% (n = 360,000); in the data active = inhibition above about 50%
CF NFkB block = cystic fibrosis NF-kB activation inhibition; KKLEB NF-kB-GFP reporter, PAF-induced, GFP fluorescence overnight; inhibition, % at 5 µM; actives 0.86% (n = 360,000);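 active = at least 50% inhibition at 5 µM, scaled per plate between neutral and stimulator controls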;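 also: PAF is a Pseudomonas aeruginosa culture filtrate used as stimulus; plate controls were PAF-stimulated DMSO wells for no effect and unstimulated DMSO wells for full effect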
HIF-2a inh = inhibitors of HIF-2a. AID 624352. actives 0.72% (n = 360,000). 786-0 RCC cells HIF-2a reporter, luciferase luminescence, overnight. inhibition, % at 18.8 µM;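 active = inhibition of the luminescence signal of 40% or more relative to plate controls, in a single-dose primary screen at 18.75 µM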
TRPM1 prom inh = inhibitors of MITF-driven TRPM1 promoter in melanoma cells; inhibition, % at 12.5 µM; AID 488899; SK-MEL-5 TRPM1 promoter luciferase, 24 h; actives 0.83% (n = 330,000);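 active = mean inhibition across replicates of 60% or more, whatever share of single replicates reaches that level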; also: values of inactives mirror those of a sister screen read the other way
C8 TRAIL sens = caspase-8 TRAIL sensitization; NB7+C8 cells + TRAIL, ATPlite viability luminescence; inhibition (viability loss, TRAIL sensitization), % at 10 µM; actives 1% (n = 360,000);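 active = compounds causing at least 50% loss of cell viability in the single-dose screen, relative to plate controls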
Peg3 prom inh = reduces Peg3 promoter-driven luciferase expression in HeLa | HeLa PEG-Prom luciferase reporter, luminescence, overnight | inhibition, % at 20 µM | actives 1.7% (n = 360,000) | AID 588405;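 active = inhibition of at least 50% at 20 µM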
NR2E3 ag-1 = NR2E3 (human) agonism; GST-NR2E3/biotin-RetCOR TR-FRET, 1536-well; Q9Y5X4; AID 2300; inhibition of corepressor binding, % at 4.78 µM; actives 0.12% (n = 320,000);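 active = percent inhibition above the cutoff of mean plus 3 SD of all tested compounds, set per screening campaign, cut at about 20% in these data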;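 also: 0% = DMSO wells and 100% = biotin wells as full block of FRET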
Target sequence (Q9Y5X4 whole entry, looked up): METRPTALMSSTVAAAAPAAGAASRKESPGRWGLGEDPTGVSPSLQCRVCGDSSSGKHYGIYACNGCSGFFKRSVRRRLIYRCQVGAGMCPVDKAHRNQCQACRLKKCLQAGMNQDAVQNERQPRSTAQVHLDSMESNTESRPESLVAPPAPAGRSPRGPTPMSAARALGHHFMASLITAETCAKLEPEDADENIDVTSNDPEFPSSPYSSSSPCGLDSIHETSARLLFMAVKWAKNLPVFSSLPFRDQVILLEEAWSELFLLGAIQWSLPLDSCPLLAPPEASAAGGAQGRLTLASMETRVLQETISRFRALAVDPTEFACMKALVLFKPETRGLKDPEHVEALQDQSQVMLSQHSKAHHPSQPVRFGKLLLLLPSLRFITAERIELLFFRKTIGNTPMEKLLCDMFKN
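Material: NR2E3–RetCOR corepressor complex | Quantity: 1.35 nM GST-tagged NR2E3 final | Schedule: 5 h at 4 °C | Replication: Singlicate compound wells | Reagent: RetCOR corepressor, biotinylated, 7 nM | Controls: Biotin wells as high control, 0.6% DMSO wells as low control | Signal: TR-FRET, Eu(K)-anti-GST donor, streptavidin-D2 acceptor, ex 340, em 617/671 nm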
KKLEB tox = counter-screen for CF NF-kB inhibitors: cytotoxicity | KKLEB CF airway cells viability, ATPlite luminescence, overnight; active compounds read low; cells stimulated with P. aeruginosa culture filtrate | activity change (cytotoxicity), % at 5 µM | actives 0.36% (n = 360,000) | AID 602141;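 active = corrected activity change at or below -50% at 5 µM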
Shn3 inh set2 = Schnurri-3 reporter inhibition in Clone20 osteoblasts; inhibition, % at 12.5 µM; actives 0.52% (n = 360,000); Clone20 osteoblast Shn3 3'UTR firefly luciferase, 24 h;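 active = mean inhibition of at least 75% with every replicate also reaching 75%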;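 also: 0% = median of neutral control wells and 100% = pilot-screen positive control compound; some compounds past the cut are filed as inactive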
NR2E3 ag-2 = activates human NR2E3 receptor | Q9Y5X4 | AID 602229 | actives 0.35% (n = 360,000) | inhibition of corepressor binding, % at 3.98 µM | CHO-S Gal4-NCOR/VP16-NR2E3 two-hybrid, luciferase;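 active = inhibition above the mean of all tested compounds plus 3 SD, cut at about 70% in these data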;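 also: 0% = DMSO with NR2E3 transfected cells and 100% = cells lacking NR2E3 construct; higher means lower luciferase signal from less NR2E3 corepressor binding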
TROY NFkB inh = blocks TROY-dependent signaling in reporter cells; AID 1347056; Q293 LMP1-TROYcd NF-kB luciferase reporter, 4 h; inhibition, % at 10 µM; actives 0.98% (n = 360,000);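 active = compounds whose plate-normalised and pattern-corrected inhibition of the luciferase reporter signal at the single screening dose is 50% or more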
An asterisk follows results filed as active; nt = no result given. The list is partial; rates above refer to the full screens.

SMILES	TWEAK-Fn14 inh	CF NFkB block	HIF-2a inh	TRPM1 prom inh	C8 TRAIL sens	Peg3 prom inh	NR2E3 ag-1	KKLEB tox	Shn3 inh set2	NR2E3 ag-2	TROY NFkB inh
COC(=O)C1=C(C)N(Cc2ccccc2)C(=O)N[C@H]1c1ccco1	12	-6	4	-1	7	13	4	12	10	-5	-5
COc1ccc(NC(=O)c2cccc3c(-c4ccc(OC)cc4C)coc23)cc1	14	3	1	nt	7	-4	nt	4	38	-144	-16
Cc1cc(Br)cn2c(Cc3ccccc3)c(-c3ccc(F)cc3)nc12	18	45	-10	nt	-4	8	nt	-9	3	3	4
CC(=O)N1c2ccccc2C2CCCC[C@@H]21 (stereo partly specified)	-5	-4	-2	0	-7	4	-2	2	-14	-30	0
CN1CCN(C(=O)c2ccc(C(C)(C)C)cc2)CC1	2	-6	-4	-3	-4	9	1	12	-14	-21	-9
CCOC(=O)c1ccc(NC(=O)Cn2nnc(-c3ccc(F)cc3)n2)cc1	1	-21	0	0	-4	2	-1	-1	6	-10	-21
CCCSc1nc(O)c(C2OC(=O)c3c2ccc(OC)c3OC)c(=O)n1-c1ccccc1 (stereo unspecified)	0	0	-1	8	-2	1	-2	-12	-25	-15	17
CCCCC(=O)NC(=S)NNC(=O)c1ccc(OC)cc1	-17	-9	9	17	0	41	-2	-8	24	-8	-21
O=C(O)CNS(=O)(=O)c1ccc(C2CCCCC2)cc1	-38	-10	11	-1	-10	2	1	3	-1	-3	2
Cc1ccccc1Cn1cnc2c(cnn2C(C)(C)C)c1=O	-3	7	-19	-10	1	-7	-1	-6	-9	5	13
Cc1ccc[n+](CC(=O)/C=C2\N(C)c3ccccc3C2(C)C)c1	28	5	14	19	37	10	0	1	-17	-12	14
COc1ccc(-c2nn(-c3ccccc3)cc2N)cc1	-38	-4	-252	-70	5	-290	-2	-2	-79	-114	-30
CC(C)Cn1c(SCC(=O)c2ccc(Cl)s2)nnc1-c1ccco1	0	-17	6	-6	-1	1	2	-2	5	-28	-1
Cc1ccc(NC(=O)Cc2c(O)c3ccccc3[nH]c2=O)c(C)c1	-3	-14	10	-18	12	3	0	-2	6	7	0
COc1ccc([C@H]2CC(=O)C=C(c3ccc(O)cc3)C2)cc1OC	4	18	-3	-6	-6	17	3	0	9	-10	7
O=C(NC1CCCCCC1)C(Cc1ccccc1)n1cccc1 (stereo unspecified)	-14	4	14	-2	1	2	0	-9	1	-28	-16
COc1ccc(S(=O)(=O)N(C)C[C@@H]2OCCCC[C@@H](C)Oc3ccc(NS(=O)(=O)c4cccs4)cc3C(=O)N([C@H](C)CO)C[C@@H]2C)cc1	19	-7	4	nt	1	-10	nt	-14	-3	-14	13
Cc1nc(NC(=O)c2ccccc2)sc1Cc1ccc2c(c1)OCO2	35	-13	-237	-23	-2	-180	2	0	-8	-156	-26
COc1cc(C(=O)N2CCC(C(=O)Nc3cccc(C(C)=O)c3)CC2)cc(OC)c1OC	-2	-12	14	-5	6	15	1	10	-11	22	1
Cc1c(C(=O)N2CCc3ccccc32)oc2c1C(=O)CC(C)(C)C2	-8	0	-265	-75	16	-249	nt	12	-110	-138	-58

Fetched one by one from the entries so far, 2 records:
SMILES	TWEAK-Fn14 inh	CF NFkB block	HIF-2a inh	TRPM1 prom inh	C8 TRAIL sens	Peg3 prom inh	NR2E3 ag-1	KKLEB tox	Shn3 inh set2	NR2E3 ag-2	TROY NFkB inh
COc1ccc(-c2nn(-c3ccccc3)cc2N)cc1	-38	-4	-252	-70	5	-290	-2	-2	-79	-114	-30
COC(=O)C1=C(C)N(Cc2ccccc2)C(=O)N[C@H]1c1ccco1	12	-6	4	-1	7	13	4	12	10	-5	-5

Following part:
SMILES	TWEAK-Fn14 inh	CF NFkB block	HIF-2a inh	TRPM1 prom inh	C8 TRAIL sens	Peg3 prom inh	NR2E3 ag-1	KKLEB tox	Shn3 inh set2	NR2E3 ag-2	TROY NFkB inh
COc1ccc(CN(C)C(=O)Cn2ccc(N)nc2=O)cc1OC	-14	-12	0	-7	-3	-7	1	6	-13	-4	4
Cc1cc(S(=O)(=O)N2CCOCC2)ccc1OCC(=O)Nc1ccccc1C(F)(F)F	7	-6	7	11	0	2	-1	0	-1	-27	-9
CC(=O)Nc1cccc(-c2cc(NC(C)=O)c3ncc(-c4cccc(C(C)=O)c4)n3c2)c1	14	-21	8	nt	26	31	nt	7	-12	19	20
Cn1c(-c2ccccc2)c(/C=N/NC(=O)c2ccc(O)cc2)c2ccccc21	-6	-1	-312	0	14	-148	5	-6	-77	-18	-18
CCC(=O)NC1(Cc2ccc(O)cc2)CCCCC1	11	11	4	14	2	0	-3	2	-9	-9	-6
CCOc1cc(C(=O)Nn2cnnc2)cc(OCC)c1OCC	7	-5	13	-2	2	-5	-1	-5	-3	-32	-2
COc1cc2c(C(F)(F)F)c(-c3ccc(C#N)cc3)oc(=O)c2cc1OC	5	-23	2	1	16	19	nt	3	-14	-22	-18
CN1CCN(S(=O)(=O)c2ccccc2)C(c2ccccc2)C1 (stereo unspecified)	-2	-8	10	-6	0	-4	nt	32	-10	-25	-13
Cc1cccc(N2C(=N)SCC2=O)c1C	-14	1	12	-8	0	17	-1	-14	-10	10	-24
COc1ccc(Cn2ccnc2)cc1[N+](=O)[O-]	-9	9	8	5	-2	11	-6	3	9	-25	9
CC(=O)c1nn(-c2cccc(Cl)c2)cc1C(=O)c1ccco1	-2	-8	6	18	-7	2	1	-8	2	-8	3
CCCCNc1nnc(SCC(=O)N2CCN(S(=O)(=O)c3ccc4ccccc4c3)CC2)s1	14	11	21	9	-2	16	0	15	-1	35	1
O=C(CN1C(=O)CCC1=O)Nc1nc(-c2ccc(Oc3ccccc3)cc2)cs1	26	-6	-1	-3	-5	5	0	11	-9	-4	32
O=C(OCC(O)CO)c1ccccc1Nc1ccnc2cc(Cl)ccc12 (stereo unspecified)	-8	-19	-1	11	-3	24	1	-3	6	1	-3
Cc1c(C(=O)Nc2ccccc2-c2ccccc2)cccc1[N+](=O)[O-]	13	-2	-5	13	-26	13	-1	-10	5	-3	0
Cc1ccc(CSc2nc3c(c(=O)[nH]2)C(c2ccncc2)C2=C(CCCC2=O)N3)cc1 (stereo unspecified)	4	8	18	-2	-18	14	4	-10	0	9	5
COCC(C)NC(=O)COc1ccc(Cl)cc1Cl (stereo unspecified)	14	-17	0	11	7	-17	-2	3	22	-7	-2
Cc1noc(C)c1S(=O)(=O)N1CCCC(C(=O)NCC2CCCO2)C1 (stereo unspecified)	0	-9	18	1	-15	16	1	-3	-12	-15	-11
CN(C)/C=N/c1nc2nccc(-c3cccc(Cl)c3)n2n1	-5	-2	5	15	-2	15	-1	9	-11	-10	14
Cc1ccc2c(c1)[C@@H]1[C@H](CO2)[C@H](c2ccccc2)[C@@]2(C)C(=O)N[C@H](C)C(=O)N12	6	11	21	5	-12	-38	nt	-1	2	-9	12
CCN(c1ccccc1)S(=O)(=O)c1ccc(C(=O)Nc2cc(C)ccn2)cc1	11	-9	-20	-3	14	-1	6	8	4	-10	2
O=C(CSc1nncs1)Nc1cc(S(=O)(=O)N2CCOCC2)ccc1N1CCCC1	-8	-3	8	6	-8	0	nt	7	7	-8	-10
O=C(CN1CCC(n2nnc3cc(F)ccc32)CC1)NC1CC1	1	2	13	9	-5	5	2	-2	-8	1	2
C/C(=N\NC(=O)CN1CCN(S(=O)(=O)c2ccc(C)cc2)CC1)c1ccncc1	10	3	12	2	-11	11	2	-2	6	14	7
Cc1cc(C)c(S(=O)(=O)N(C)CC(=O)NCCCn2ccnc2)c(C)c1	1	-2	7	-14	9	-107	2	-8	-12	-43	-10
CC(C)CCn1cnc2c(NCc3ccccc3)ncnc21	-18	10	-110	-49	2	-72	-3	-3	-27	-41	-83
CS(=O)(=O)c1ccc(C(=O)N(CCc2ccccc2)Cc2ccccc2)cc1	-2	21	-9	8	-5	-4	3	-18	9	-14	-12
COCCN(Cc1ccccc1)C(=O)C1CCN(S(=O)(=O)c2ccc3c(c2)OCCO3)CC1	-6	3	12	-6	-3	10	5	-2	2	9	-2
CCCc1nc(NCc2ccncc2)c2nnn(Cc3ccccc3F)c2n1	30	20	27	22	0	40	1	-20	56	0	22
Cc1ccc2c(C)c(C(=O)N3CCN(Cc4ccc5c(c4)OCO5)CC3)oc2c1C	-57	-13	-149	-51	4	-144	2	-2	-49	-53	12
COc1cc(/C=C2/NC(=O)NC2=O)cc(Br)c1OCc1cccc(C(=O)O)c1	6	-3	22	-1	-1	10	1	4	3	-6	-7
CS(=O)(=O)N1CCN(c2ncnc3c2cnn3-c2ccccc2)CC1	-21	4	-84	-17	12	-61	4	3	-3	-15	-15
O=C(NC1CCCC1)C1CCN(C(=O)c2cccc(Cl)c2)CC1	6	-9	13	5	1	18	1	1	2	-15	-12
O=S(=O)(O)c1cc(OS(=O)(=O)c2ccccc2)cc2ccccc12	13	-25	16	9	0	3	-2	-9	-7	-23	10
CCC(C(=O)NC1CCCC1)N(C(=O)Cn1nnc(-c2ccc(C)cc2)n1)C1CCCC1 (stereo unspecified)	-3	-7	3	-4	17	8	0	-1	-1	-12	6
Cc1cc(S(=O)(=O)n2cnc3ccccc32)c(C)cc1Cl	5	3	16	10	-5	0	1	2	10	-14	-13
Cc1ccc(C)c(NS(=O)(=O)c2ccccc2C)c1	10	-2	9	14	-20	19	nt	-8	-2	-20	21
C[C@H](NC(=O)c1nc[nH]c1C(=O)N[C@@H](CCCCNC(=O)OC(C)(C)C)C(=O)OC(C)(C)C)C(=O)OCc1ccccc1	-20	-6	-2	9	23	-7	-2	-3	6	13	3
C#CCSc1nc2[nH]ncc2c(=O)[nH]1	-1	-15	15	-7	-2	5	-2	0	0	17	-3
Cc1cc(N2CCN(C3CCCCC3)CC2)n2nc(C)nc2n1	1	-34	0	2	5	-5	-2	7	-13	-16	-4
COc1cc(SC)ccc1C(=O)OCC(=O)NC1CC1	25	-3	-27	-19	5	-15	3	2	-10	18	-25
CCCN(C(=O)C1CC(=O)N(c2ccccc2C(C)CC)C1)C1CCS(=O)(=O)C1 (stereo unspecified)	7	1	6	-6	-11	3	2	6	-10	2	12
CC1(C(=O)NS(=O)(=O)c2ccccc2)CCN1C(=O)C1(c2ccc(Cl)cc2)CCC1 (stereo unspecified)	10	1	14	nt	8	-12	nt	0	5	16	-7
Cc1nn(C)cc1CNC(=O)c1ccc(Br)o1	-7	8	13	0	-17	-22	1	-2	-44	-18	8
C/C(=N/NC(=O)c1cccc(C)c1)c1c(O)cc(C)oc1=O	-5	0	-47	-9	7	-33	-3	4	-50	-23	-2
COC(=O)c1scc(C)c1S(=O)(=O)Nc1ccc(C)cc1	11	0	3	-24	-10	9	0	0	-3	9	8
C/C(N)=C(/C#N)C(=O)CSc1nnc(-c2ccccc2Br)o1	73*	-7	-181	-44	-7	-229	-1	4	-50	-213	17
COc1ccccc1OCC(=O)N/N=C/c1c(O)ccc2ccccc12	11	-6	3	48	15	63*	-3	-12	25	-15	29
Cc1ccc(C)c(-n2nnnc2SCC(=O)NCCC2=CCCCC2)c1	8	14	21	-15	-23	25	1	-18	12	-11	-15
